Screening data from PubChem.
RGS4 inh = blocks human RGS4-accelerated GTP hydrolysis | Transcreener GDP fluorescence polarization, RGS4-accelerated GTP hydrolysis | Potency, µM (highest dose often 114 µM), for the others: at the highest dose activity change, negative = inhibition, actives largely listed as inhibitors | 390,000 compounds, 0.039% hits | P49798; further: on the % scale 0 is the no-effect control and ±100 the full control effect; nearly all actives have a fitted effect of over 75% in size; some results filed as inactive show a strong effect at the top dose
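MLSMR compounds (23 nl, pin-transferred) preincubated 10 min at room temperature with a 500nM (2x) first reagent, then RGS4 at 900nM (2x) plus Transcreener GDP mix added; fluorescence polarization (620/688 nm) read before and after 90 min at 30 °C.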
RXFP1 ag = RXFP1 (human) receptor agonism; Potency, µM (highest dose often 57.5 µM), for inactives: top-dose activation, usual class: activators; Q9HBX9; HEK293T-RXFP1 cAMP TR-FRET, 30 min; response scale: percent of porcine relaxin response, buffer zero; 370,000 compounds, 0.3% hits; AID 2676; further: on the % scale 0 is the no-effect control and ±100 the full control effect; nearly all actives have a fitted effect of over 60% in size; many of its hits are not listed in these tables
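HEK293 cells stably expressing RXFP1, treated 30 min at 37C with compounds plus PDE4 inhibitor Ro 20174; cAMP measured by HTRF TR-FRET. Normalized to buffer and 29 nM porcine relaxin; EC50 by Hill fit.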
rTrxR1 inhibitor = rat TrxR1 inhibition | O89049 | recombinant rTrxR1, NADPH fluorescence consumption, selenite substrate | Potency, µM (doses to about 114 µM), without a hit: top-dose activity change, negative = inhibition, usual class: inhibitors | 390,000 compounds, 1% hits | AID 588453; further: on the % scale 0 is the no-effect control and ±100 the full control effect; nearly all actives have a fitted effect of over 65% in size
Target sequence (O89049 whole entry, looked up): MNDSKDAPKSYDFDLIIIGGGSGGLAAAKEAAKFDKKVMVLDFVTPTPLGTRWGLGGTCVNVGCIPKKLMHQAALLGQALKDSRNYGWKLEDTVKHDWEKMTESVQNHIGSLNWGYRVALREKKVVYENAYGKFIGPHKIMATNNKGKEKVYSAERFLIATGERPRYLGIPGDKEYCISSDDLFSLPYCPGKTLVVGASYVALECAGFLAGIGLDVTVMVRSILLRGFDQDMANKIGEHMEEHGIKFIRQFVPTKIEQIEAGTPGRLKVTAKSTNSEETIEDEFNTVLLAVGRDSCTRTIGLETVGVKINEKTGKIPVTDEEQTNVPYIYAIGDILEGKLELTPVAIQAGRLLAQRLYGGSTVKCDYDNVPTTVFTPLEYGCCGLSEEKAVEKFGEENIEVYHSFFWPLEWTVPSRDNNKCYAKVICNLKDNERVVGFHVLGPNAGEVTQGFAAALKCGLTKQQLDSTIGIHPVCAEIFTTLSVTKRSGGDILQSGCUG
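Rat TrxR1 (90 nM in the dispensed reagent) was pre-reduced with 400 uM NADPH for 5 min at room temperature, then incubated with compound for 15 min. After 400 uM selenite was added, NADPH fluorescence (Ex 340/Em 450 nm) was followed for 8 min.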
Vif-APOBEC3G blk = inhibitors of Vif-APOBEC3G interaction. 410,000 compounds, 0.076% hits. Potency, µM (series often up to 46.1 µM), for the others: at the highest dose activity, negative = active, hits mostly inhibitors. Q9HC16. HeLa A3G-eYFP + Vif (tagged APOBEC3G with the HIV-1 protein that degrades it), YFP fluorescence, overnight;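 further: on the % scale 0 is the no-effect control and ±100 the full control effect; nearly all actives have a fitted effect of over 60% in size; hits raise eYFP signal because A3G escapes Vif-driven loss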
Target sequence (Q9HC16 whole entry, looked up): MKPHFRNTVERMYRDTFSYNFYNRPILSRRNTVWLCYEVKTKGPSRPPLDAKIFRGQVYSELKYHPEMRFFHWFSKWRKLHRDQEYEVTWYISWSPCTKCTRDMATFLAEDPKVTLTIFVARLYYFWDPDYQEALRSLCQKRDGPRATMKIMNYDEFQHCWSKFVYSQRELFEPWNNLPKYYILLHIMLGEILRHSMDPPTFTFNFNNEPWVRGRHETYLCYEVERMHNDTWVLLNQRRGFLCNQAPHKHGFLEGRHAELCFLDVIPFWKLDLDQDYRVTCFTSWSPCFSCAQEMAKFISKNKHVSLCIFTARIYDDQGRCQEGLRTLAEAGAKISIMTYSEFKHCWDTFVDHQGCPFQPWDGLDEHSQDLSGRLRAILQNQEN
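HeLa cells stably expressing Vif and C-terminally eYFP-tagged A3G, seeded overnight at 37 deg C, then exposed to compound by pintool overnight at 37 deg C. Rise in yellow fluorescence (Ex 488/Em 500-530, Acumen) marks blocked Vif-driven A3G degradation.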
IDH1 R132H inh = human IDH1 R132H inhibition; 390,000 compounds, 0.093% hits; Potency, µM (highest dose often 76.6 µM), without a hit: top-dose activity change, negative = inhibition, actives largely listed as inhibitors; IDH1-R132H enzyme, NADPH consumption, diaphorase/resazurin fluorescence; AID 602179; O75874; further: on the % scale 0 is the no-effect control and ±100 the full control effect; nearly all actives have a fitted effect of over 65% in size
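IDH1-R132H (0.5 ug/mL) preincubated 30 min with compound, then NADPH (0.016 mM) and alpha-KG (2 mM) added; 80 min at RT, pH 7.5. Remaining NADPH coupled via diaphorase/resazurin to fluorescence (540/590 nm); concentration-response curves normalized to no-enzyme control.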
TrxR1 substrate = substrates of rat thioredoxin reductase 1. O89049. purified TrxR1 substrate turnover, NADPH consumption readout. Potency, µM (top dose mostly 114 µM), for inactives: at the highest dose activity change, negative = substrate turnover. 390,000 compounds, 0.01% hits. AID 588456; further: on the % scale 0 is the no-effect control and ±100 the full control effect; nearly all actives have a fitted effect of over 50% in size
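Rat TrxR1, dispensed at 90 nM, was prereduced with 400 uM NADPH (final) for 5 min at ~22 deg C, then incubated with compound 15 min before 400 uM selenite. A first-read NADPH fluorescence drop versus no-compound background flagged substrates.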
USP1 inh = inhibitors of human USP1/UAF1 deubiquitinase; Potency, µM (series often up to 57.1 µM), for the others: at the highest dose activity change, negative = inhibition, usual class: inhibitors; O94782; AID 743255; 390,000 compounds, 0.23% hits; recombinant USP1/UAF1, Ub-Rhodamine cleavage fluorescence; further: on the % scale 0 is the no-effect control and ±100 the full control effect; nearly all actives have a fitted effect of over 60% in size; inactives centre near -12
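1 nM enzyme complex + cpd, 15 min RT; start with Ub-Rho 150nM final; kinetic fluorescence ex 480/em 540, 6 reads q60 s. Buffer 50mM HEPES pH 7.8, 0.5mM EDTA, 0.1 mg/ml BSA, 1mM TCEP, 0.01% Tween-20.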
ALOX12 inh = inhibitors of human 12S-lipoxygenase ALOX12; P18054; purified 12hLO, xylenol orange hydroperoxide absorbance; Potency, µM (highest dose often 108 µM), inactives show top-dose activity change, negative = inhibition, hits mostly inhibitors; 580,000 compounds, 1.1% hits; AID 1671190; further: on the % scale 0 is the no-effect control and ±100 the full control effect
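Purified human 12hLO (150 nM final) in 25 mM Hepes, 0.01% Triton X-100, pH 7.0 was preincubated 15 min at room temperature with compound. Then 40 uM arachidonic acid was added, 30 min. Hydroperoxide was read by Fe-XO absorbance ratio 573/405 nm.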
Vif-A3F inh = Vif-A3F binding inhibition. HeLa A3F-eYFP + Vif (tagged APOBEC3F with the HIV-1 protein that degrades it), YFP fluorescence increase. Potency, µM (titrated, usually from 46.1 µM), without a hit: at the top dose activity, negative = active. 390,000 compounds, 0.2% hits. AID 602313; further: % of control where 0% means no effect; nearly all actives have a fitted effect of over 65% in size
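Fluorescence increase (Ex 488/Em 500-530) after overnight compound treatment at 37 deg C flags inhibition of Vif-driven A3F-eYFP loss in stable HeLa A3F-eYFP/Vif cells seeded overnight beforehand.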
* marks the source's active call; other numbers are inactive results; ? = inconclusive; nt = no result given; & = joins results of further samples; [ ] = dose if it differs, or a comment. The call rests on the fitted dose curve; in most records, active means well fitted curve in the direction sought with a large enough effect; inconclusive means small, poorly fitted or top-dose-only effect, or another doubt; inactive means no such curve, though single readings can be large; an effect the other way counts as inactive or inconclusive. Potency means the concentration at half of the fitted maximal effect. An excerpt; rates above refer to the full screens.

SMILES	RGS4 inh	RXFP1 ag	rTrxR1 inhibitor	Vif-APOBEC3G blk	IDH1 R132H inh	TrxR1 substrate	USP1 inh	ALOX12 inh	Vif-A3F inh
CCOc1ccc(CN2CCN(Cc3cc4ccccc4o3)CC2CCO)cc1 (stereo not given)	5%	-2.1%	-5%	2%	-5%	-7%	2%	6%	-4%
CCN(CC)CCNS(=O)(=O)c1ccc(OC)c(Br)c1	?	0.5%	3%	-3%	4%	1%	-11%	3.5µM*	-7%
COc1ccc(Cl)c(N2CCN(CCCNC(=O)Nc3ccc(C)cc3)CC2)c1	-33%	0.3%	15%[57.1 µM]	-20%	-3%	8%[57.1 µM]	-1%	-2%	-17%
CCN(CC)CCNC(=O)c1cc(Nc2ccc(OC)c(OC)c2)nc2ccccc12	-10%	-5.9%	3%	0%	-13%	-7%	-17%	19%	-2%
COc1ccc(NC(=O)c2ccc(S(=O)(=O)N3CCOCC3)o2)cc1	3%	0.1%	31%	1%	-2%	0%	-15%	119%[activator]	-6%
NNS(=O)(=O)c1ccc(Cc2ncc(C(F)(F)F)cc2Cl)s1	-20%	-0.2%	0%	-1%	1%	-2%	-18%	-27%	1%
C=CCNc1nc(C(=O)OCC(=O)Nc2c(Cl)cccc2C(F)(F)F)cs1	-51%	-0.7%	2%	1%	-10%	-1%	-6%	-23%	-18%
CCOc1ccc(CCNc2ncnc3onc(-c4ccc(F)cc4)c23)cc1OCC	15%	1.5%	38%[activator][57.1 µM]	0%	-7%	11%[57.1 µM]	-31%	0%	-3%
COc1ccccc1OC(C)C(=O)O (stereo not given)	-15%	5.5%	11%	3%	2%	-3%	11%	-14%	-8%
Cc1ccc(SC(C)c2nc(-c3ccncc3)no2)cc1 (stereo not given)	4%	-2.5%	14%	-1%	4%	-2%	-11%	-25%	9%
Cc1nc(=S)n(-c2ccccc2)[nH]1	-25%	2.2%	-21%	-4%	1%	13%[57.1 µM]	-18%	?	3%
O=C(CN1C(=O)CSc2ccccc21)NC1CCCC1	7%	-1.9%	5%	0%	6%	1%	-1%	-2%	-6%
CCOC(=O)C1=C(CNCc2ccc(C)cc2)NC(=O)NC1c1ccc(OC)cc1 (stereo not given)	-10%	0.9%	18%[57.1 µM]	?	6%	-5%[57.1 µM]	-22%	0%	-9%
O=[N+]([O-])c1cc(CN2CCCC2)c2cccnc2c1O	?	-1.3%	?	4%	11%	-18%	-22%	nt	-2%
Oc1[nH]c2ccccc2c1N=Nc1ccccn1	4%	nt	7%	-4%	8%	-1%	4%	?	0%
Fc1ccccc1N1CCN(C(c2ccncc2)c2nnnn2C2CCCC2)CC1 (stereo not given)	8%	2.4%	?	2%	1%	9%	-4%	-7%	-9%
COc1ccc(C(=O)NCC(=O)OCc2cc(=O)n3nc(C4CCCCC4)sc3n2)cc1	13%	2.7%	1%[57.1 µM]	4%	-14%	0%[57.1 µM]	-19%	?	-8%
COCCCn1c(C(=O)NCCN2CCOCC2)cc2c(=O)n3ccccc3nc21	12%	-0.8%	4%	1%	-1%	810%[activator]	1%	-10%	2%
Cc1ccc(SCC(=O)O/N=C(\N)c2cccc([N+](=O)[O-])c2)cc1	-18%	-0.7%	2%	-5%	1%	-10%	-24%	3%	-8%
CCCNC(=O)c1ccccc1NS(=O)(=O)c1ccc(OC)c(OC)c1	-4%	1.0%	-10%	1%	2%	0%	1%	0%	nt
O=C(Nc1ccc(C(=O)Oc2ccccc2)c(O)c1)c1ccco1	-50%	0.4%	8%	-1%	10%	3%	-13%	?	-3%
COCCn1c(SCC(=O)Nc2ccc(S(=O)(=O)N3CCOCC3)cc2)nc2ccccc21	-25%	0.2%	3%[57.1 µM]	0%	1%	-4%[57.1 µM]	-10%	0%	2%
CCc1c(C)c2ccc(O)c(CN3CCCC3)c2oc1=O	5%	20%	22µM*	3%	9%	nt	-29%	-40%	-4%
COc1ccc(C(=O)N(Cc2nc(-c3ccc(C)cc3)no2)C(C)C)cc1OC	30%	1.9%	9%	3%	-1%	-1%	-8%	?	-13%
COc1ccc(SC[C@H](Cc2ccccc2)N2CC[C@@H](NC(=O)OCc3ccccc3)CCC2=O)cc1	-7%	1.1%	25%&30%	0%&2%	-1%	3%&0%	?	?	-3%
CC(C)[C@H](NC(=O)c1ccccc1Cl)C(=O)OCC(=O)N1CCCCC1	-7%	nt	20%	1%	-1%	3%	3%	-1%	-23%
Cc1cc(C)c(NC(=O)CSCc2c(C)noc2C)c(C)c1	-17%	-5.5%	3%	-1%	2%	1%	-19%	99%[activator]	0%
O=C(O)CCc1ccc(-c2cccs2)n1NC(=O)c1ccc(O)cc1	-1%	0.1%	?	1%	-2%	4%[57.1 µM]	-16%	-25%	-1%
COc1ccc(C(=O)NCC(=O)N2CCN(c3ccc(F)cc3)CC2)cc1	15%	-0.1%	0%	1%	-2%	0%	-8%	-1%	7%
O=C(CN(C(=O)CCC(=O)Nc1nccs1)c1ccccc1F)NCc1ccc2c(c1)OCO2	-38%	0.6%	-1%	-5%	0%	3%	-5%	-14%	20%
CC(=O)c1cccc(NC(=O)CN(c2ccccc2)S(C)(=O)=O)c1	-5%	-0.3%	3%	-9%	5%	-5%	-22%	-3%	-10%
Cc1ccc(S(=O)(=O)N2CCN(C(=O)CSc3ccc(F)cc3)CC2)cc1	12%	0.5%	0%	1%	2%	-2%	-17%	-5%	-4%
CCc1ccc(C(=O)COC(=O)c2cc([N+](=O)[O-])ccc2N2CCOCC2)cc1	4%	0.9%	16%	-24%	0%	-5%	-14%	-4%	10%
O=c1c2sccc2nc(SCc2cc(=O)n3cc(Br)ccc3n2)n1Cc1ccccn1	-21%	25µM*	10%[57.1 µM]	-4%	11%	5%[57.1 µM]	-15%	2%	-1%
O=C(NCc1ccccc1)C1CCC(=O)N(CCCN2CCCC2=O)C1 (stereo not given)	16%	-0.2%	7%	-1%	-1%	-4%	-7%	5%	5%
COc1ccc(NCCc2ccccn2)cc1	-13%	-6.3%	1%	-7%	0%	2%	-7%	?	-4%

Just IDH1 R132H inh, ALOX12 inh and Vif-A3F inh, for 3 of the compounds above:
| Structure | IDH1 R132H inh | ALOX12 inh | Vif-A3F inh |
| --- | --- | --- | --- |
| COc1ccc(C(=O)NCC(=O)N2CCN(c3ccc(F)cc3)CC2)cc1 | -2% | -1% | 7% |
| O=c1c2sccc2nc(SCc2cc(=O)n3cc(Br)ccc3n2)n1Cc1ccccn1 | 11% | 2% | -1% |
| COc1ccc(NCCc2ccccn2)cc1 | 0% | ? | -4% |

(further entries)
SMILES	RGS4 inh	RXFP1 ag	rTrxR1 inhibitor	Vif-APOBEC3G blk	IDH1 R132H inh	TrxR1 substrate	USP1 inh	ALOX12 inh	Vif-A3F inh
COc1ccc(OC)c(-n2c(=S)[nH]c3cc(C(=O)N4CCCCC4)ccc3c2=O)c1	-11%	0.8%	30%[57.1 µM]	2%	0%	18%[57.1 µM]	-15%	403%[activator]	12%
Cn1nnc2c(N3CCCCC3)ncnc21	-12%	14%	14%	-2%	-12%	1%	7%	-6%	3%
CC(C)c1ccc(NC(=O)[C@@H]2CCC(=O)N2C2OC(=O)c3ccccc32)cc1 (stereo not given in full)	-10%	1.0%	-7%	-3%	-16%	-6%	-7%	1%	9%
O=C(O)Cc1c[nH]c2cccc(O)c12	-30%	1.8%	-9%	-3%	-11%	1%	-6%	?	-8%
C=CCN1C(=O)/C(=C/c2ccc(OC)cc2)S/C1=N/c1nccs1	2%	2.0%	5%[57.1 µM]	0%	-1%	2%[57.1 µM]	-15%	-19%	-14%
CCn1cc(SCC(=O)NCC2CCCO2)c2ccccc21 (stereo not given)	-9%	0.7%	19%[57.1 µM]	0%	16%	6%[57.1 µM]	-18%	0%	2%
CCC1CN(C(=O)C2CCN(S(=O)(=O)c3c(C)noc3/C=C/c3ccccc3F)CC2)c2cc(C)ccc2O1 (stereo not given)	-4%	1.3%	5%[57.1 µM]	-1%	0%	3%[57.1 µM]	?	-15%	-7%

Grouped by structure: the compounds so far containing a nitro group on carbon
SMILES	RGS4 inh	RXFP1 ag	rTrxR1 inhibitor	Vif-APOBEC3G blk	IDH1 R132H inh	TrxR1 substrate	USP1 inh	ALOX12 inh	Vif-A3F inh
O=[N+]([O-])c1cc(CN2CCCC2)c2cccnc2c1O	?	-1.3%	?	4%	11%	-18%	-22%	nt	-2%
Cc1ccc(SCC(=O)O/N=C(\N)c2cccc([N+](=O)[O-])c2)cc1	-18%	-0.7%	2%	-5%	1%	-10%	-24%	3%	-8%
CCc1ccc(C(=O)COC(=O)c2cc([N+](=O)[O-])ccc2N2CCOCC2)cc1	4%	0.9%	16%	-24%	0%	-5%	-14%	-4%	10%
